Fam108B counter: Fam108B inhibition, counter-screen for RBBP9 inhibitors; recombinant Fam108B, FP-Rh probe fluorescence polarization; 0.33% of 300,000 active; inhibition, % at 9.51 µM;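 active = inhibition above the screen mean inhibition plus 3 SD, computed separately per campaign, cut at about 18% in these data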;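 note: inhibitors lower polarization as less probe binds the enzyme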
MEX-5 binding: C. elegans MEX-5 TCR-2 RNA binding activity | Q9XUB2 | MEX-5/FITC-TCR2 RNA binding, fluorescence polarization; stronger effect = lower value | activity score (negative = inhibition of binding), % at 10 µM | 0.38% of 300,000 active | AID 1832;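 active = inhibition past about -25% in most replicates, and total fluorescence under double the plate's negative control median, limit read from the data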;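 note: 0% = DMSO and -100% = 5 µM competing unlabeled TCR2 RNA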
Bcl-xL primary: Bcl-xL (human) inhibition | Q07817 | GST-Bcl-xL / FITC-Bim BH3 peptide fluorescence polarization | inhibition, % at 10.9 µM | 0.7% of 320,000 active | AID 2129;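 active = inhibition above the mean of all tested compounds plus 3 SD, cutoff set per campaign, cut at about 30% in these data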;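 note: 0% = DMSO wells and 100% = unlabeled Bim-BH3 peptide competitor; inhibitors lower millipolarization by displacing the labeled peptide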
Target sequence (Q07817 whole entry, looked up): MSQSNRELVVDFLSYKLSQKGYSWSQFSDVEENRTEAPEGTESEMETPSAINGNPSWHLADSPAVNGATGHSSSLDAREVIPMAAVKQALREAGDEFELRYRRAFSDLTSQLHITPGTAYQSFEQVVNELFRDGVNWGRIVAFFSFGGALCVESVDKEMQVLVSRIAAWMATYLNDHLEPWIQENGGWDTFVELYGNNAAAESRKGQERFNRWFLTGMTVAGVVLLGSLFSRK
GRK2 inh: inhibitors of human GRK2 displacing RNA aptamer | P25098 | bead flow cytometry, FAM-aptamer displacement from GRK2 | inhibition of aptamer binding, % at 10 µM | 0.59% of 330,000 active;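 active = inhibition of aptamer binding above 40%, roughly 3 SD of noise, on plates passing a quality check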;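 note: median bead fluorescence of bound FAM aptamer so fluorescent compounds give negative values; no value below 0 was filed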
Target sequence (P25098 whole entry, looked up): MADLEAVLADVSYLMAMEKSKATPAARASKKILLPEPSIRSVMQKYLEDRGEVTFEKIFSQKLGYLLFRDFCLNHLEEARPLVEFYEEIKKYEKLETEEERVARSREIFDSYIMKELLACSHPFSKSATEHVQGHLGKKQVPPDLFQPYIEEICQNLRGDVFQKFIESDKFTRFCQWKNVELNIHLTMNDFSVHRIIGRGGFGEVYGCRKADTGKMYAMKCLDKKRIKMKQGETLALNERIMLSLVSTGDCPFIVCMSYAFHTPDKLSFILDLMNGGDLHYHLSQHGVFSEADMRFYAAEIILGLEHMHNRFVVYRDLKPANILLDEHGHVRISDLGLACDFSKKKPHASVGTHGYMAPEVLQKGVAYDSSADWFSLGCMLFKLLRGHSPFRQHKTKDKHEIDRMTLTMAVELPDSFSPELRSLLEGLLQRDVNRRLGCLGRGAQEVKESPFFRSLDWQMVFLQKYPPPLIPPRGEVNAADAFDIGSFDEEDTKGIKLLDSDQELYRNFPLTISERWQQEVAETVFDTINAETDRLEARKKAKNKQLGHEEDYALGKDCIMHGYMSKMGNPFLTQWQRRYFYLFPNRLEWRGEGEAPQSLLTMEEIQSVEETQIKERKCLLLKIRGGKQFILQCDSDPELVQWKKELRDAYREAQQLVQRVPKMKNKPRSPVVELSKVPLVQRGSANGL
PME-1 primary: PME-1 (human) inhibition. inhibition, % at 5.9 µM. AID 2130. Q9Y570. recombinant PME-1, FP-Rh probe fluorescence polarization. 0.53% of 320,000 active;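 active = inhibition above the campaign mean of all compounds plus 3 SD, cut at about 26% in these data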;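 note: competitive labeling of PME-1 active site by serine hydrolase directed probe; 0% = PME-1 with DMSO and 100% = wells lacking PME-1 enzyme; inhibitors block probe labeling so polarization falls and inhibition rises; many of its hits are not listed in these tables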
Efflux pump mplx: antifungal efflux pump inhibition, Nile Red retention. S. cerevisiae Candida pump triplex. inhibition, % at 10 µM. 0.44% of 330,000 active. AID 485275;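 active = plate passing quality check with inhibition over a set limit, or well fluorescence over plate mean plus 4 SD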;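 note: Nile Red retained in pooled yeast measured as flow cytometry median fluorescence; 0% = buffer negative control and 100% = Enniatin B positive control; higher means more Nile Red kept so more efflux inhibition; some compounds called inactive have numbers as strong as hits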
GLD-1 TGE inh: GLD-1-TGE RNA interaction inhibition (C. elegans). Q17339. purified GLD-1 + fluorescein TGE RNA, fluorescence polarization. inhibition, % at 5.96 µM. 0.44% of 320,000 active;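 active = percent inhibition above a per-plate cutoff, the plate mean of test compounds plus 3 SD, cut at about 30% in these data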;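 note: 0% = DMSO wells with GLD-1 and probe and 100% = wells lacking GLD-1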
MCL1-BIM inh: MCL1-BIM-BH3 interaction inhibition (human); AID 2057; GST-MCL1 / FITC-Bim-BH3 fluorescence polarization; 0.68% of 320,000 active; Q07820; inhibition, % at 10.9 µM;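 active = inhibition above the mean inhibition of all tested compounds plus 3 SD, set per campaign, cut at about 40% in these data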;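 note: 0% = DMSO wells and 100% = unlabeled Bim-BH3 peptide control; higher means more loss of mP so more displacement of Bim peptide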
VLA-4 inh: inhibition in a human VLA-4 binding assay | P13612 | inhibition, % (about 7 µM as worked out from the volumes in the protocol) | AID 2557 | 0.2% of 330,000 active | VLA-4 expressing cells, ligand binding flow cytometry; in the data active = inhibition above about 50%
* = called active by the depositor; nt = no result given. This is a subset (hit frequency here may not be typical).

Abbreviations – A = Fam108B counter; B = MEX-5 binding; C = Bcl-xL primary; D = GRK2 inh; E = PME-1 primary; F = Efflux pump mplx; G = GLD-1 TGE inh; H = MCL1-BIM inh; I = VLA-4 inh
> CSCCC(NC(=O)c1ccco1)C(=O)Nc1ccc(C)c(S(=O)(=O)N2CCOCC2)c1 (stereo not given)
  A: 3	B: -3.6	C: 2	D: 2	E: 0	F: 0.1	G: -1	H: 8	I: -5

> COc1ccccc1CC(=O)Nc1ccon1
  A: 1	B: -1.2	C: 10	D: 4	E: 3	F: -0.1	G: 2	H: 18	I: 0

> Cc1cccc(OCCN2C(=O)C(=O)c3cc(C)ccc32)c1
  A: -2	B: -2.4	C: -2	D: 0	E: -2	F: 0.0	G: 1	H: 2	I: 35

> COc1cccc(C2/C(=C(/O)c3ccc4c(c3)CC(C)O4)C(=O)C(=O)N2CCCn2ccnc2)c1 (stereo not given)
  A: 3	B: 14	C: 0	D: 0	E: -10	F: -0.1	G: 6	H: 1	I: -120

> COc1ccc(CN(CC2CCCO2)C(=O)c2cc3sccc3n2C)c(OC)c1 (stereo not given)
  A: -1	B: -0.1	C: 0	D: 2	E: 4	F: 0.9	G: 2	H: 4	I: -5

> CCOC(=O)NC(=S)Nc1ccc(C(C)(C)C)cc1
  A: -3	B: -1.8	C: 7	D: 0	E: 5	F: 0.0	G: 4	H: 8	I: 11

> COc1ccc(/C=N/NC(=O)c2nc(-c3ccccc3)n(-c3ccccc3)n2)c(O)c1
  A: -2	B: -1.0	C: 9	D: 0	E: -17	F: 0.1	G: 5	H: 12	I: 14

> COCCCNC(=O)Cn1cc2c(n1)CCCCC2
  A: 1	B: 0.7	C: 4	D: 0	E: 4	F: -0.2	G: 1	H: -3	I: 10

> CCCC[C@@H]1C[C@H]1[C@@H](NC(=O)c1cccs1)c1ccc(C(F)(F)F)cc1
  A: 1	B: 0.7	C: 6	D: 0	E: -16	F: -0.2	G: 4	H: 1	I: 2

> CCCCNC(=O)c1ccc(C)c(NC(=O)C2=C(C)OCCS2)c1
  A: -1	B: -2.3	C: 2	D: 0	E: 1	F: -0.1	G: -1	H: -2	I: 6

> CCC(=O)N1CCc2cc(S(=O)(=O)N3CCN(c4ccccn4)CC3)ccc21
  A: 3	B: -0.4	C: 1	D: 3	E: 0	F: -0.1	G: -3	H: 2	I: 6

> S=c1nc(-c2ccccc2)n(Cc2cccnc2)c2c1CCCC2
  A: 0	B: -2.1	C: 6	D: 1	E: -3	F: 0.1	G: 3	H: 14	I: 1

> Oc1c(Cl)cc(Cl)cc1C1Nc2ccccc2-n2cccc21 (stereo not given)
  A: 2	B: 2.9	C: 3	D: 0	E: 3	F: 0.2	G: 11	H: 0	I: 16

> COc1cc(CNCCN2CCOCC2)ccc1OCc1cccc(Cl)c1
  A: -2	B: 2.6	C: 3	D: 0	E: 1	F: -0.1	G: -1	H: -4	I: -2

> Cc1[nH]c2c(Cl)cccc2c(=O)c1CN1CCCCCC1
  A: 4	B: 1.9	C: 6	D: 0	E: -10	F: -0.2	G: -3	H: -3	I: -14

> Brc1ccc(-c2cnc3n2CCCC3)cc1
  A: 1	B: 2.2	C: 0	D: 1	E: -2	F: -0.1	G: -1	H: 4	I: -6

> COCCCC1CCN(C(=O)C2CCC(=O)N(C3CCCC3)C2)CC1 (stereo not given)
  A: 2	B: -3.4	C: 0	D: 0	E: 4	F: 0.6	G: 2	H: 1	I: -8

> COCCn1c(=N)c(S(=O)(=O)c2ccc(Br)cc2)cc2c(=O)n3ccccc3nc21
  A: -4	B: -45*	C: 12	D: 3	E: -1	F: 0.1	G: 1	H: 7	I: 17

> CS(=O)(=O)c1nc(S(=O)(=O)c2ccc(Cl)cc2)c(NCCN2CCOCC2)s1
  A: 3	B: -1.1	C: 2	D: 0	E: 0	F: 0.1	G: 0	H: -5	I: 2

> CCc1cccc(CC)c1NC(=O)CN1CC(C)SC1=NC1CCCCC1 (stereo not given)
  A: -2	B: 1.8	C: 21	D: 0	E: -3	F: 0.3	G: 13	H: 4	I: 7

> NNC(=O)c1ccc(COCC(F)(F)C(F)F)cc1
  A: 2	B: -0.6	C: -5	D: 0	E: 1	F: 0.2	G: -2	H: -4	I: -5

> CCC(C)NC(=O)C1c2ccccc2C(=O)N1Cc1ccc(OC)cc1OC (stereo not given)
  A: -2	B: -0.2	C: 7	D: 0	E: -1	F: 0.1	G: -2	H: -3	I: 5

> COc1ccc2[nH]c(=O)c(CN(Cc3cccnc3)Cc3nnnn3CC3CCCO3)cc2c1 (stereo not given)
  A: 1	B: 1.0	C: 5	D: 4	E: 6	F: -0.1	G: -6	H: 3	I: 10

> CCCCc1cc(=O)oc2cc(OCC(=O)N3C[C@H]4C[C@@H](C3)c3cccc(=O)n3C4)ccc12
  A: -2	B: 1.7	C: 0	D: 0	E: 1	F: -0.1	G: 6	H: -5	I: 9

> COc1nc(Nc2ccc(C(C)=O)cc2)nc(OC)n1
  A: -3	B: 0.4	C: 2	D: 1	E: -2	F: -0.1	G: 1	H: 6	I: -8

Given tab-delimited: part of the list above
structure	Fam108B counter	MEX-5 binding	Bcl-xL primary	GRK2 inh	PME-1 primary	Efflux pump mplx	GLD-1 TGE inh	MCL1-BIM inh	VLA-4 inh
S=c1nc(-c2ccccc2)n(Cc2cccnc2)c2c1CCCC2	0	-2.1	6	1	-3	0.1	3	14	1
Oc1c(Cl)cc(Cl)cc1C1Nc2ccccc2-n2cccc21 (stereo not given)	2	2.9	3	0	3	0.2	11	0	16
COc1cc(CNCCN2CCOCC2)ccc1OCc1cccc(Cl)c1	-2	2.6	3	0	1	-0.1	-1	-4	-2

Further results:
Abbreviations – A = Fam108B counter; B = MEX-5 binding; C = Bcl-xL primary; D = GRK2 inh; E = PME-1 primary; F = Efflux pump mplx; G = GLD-1 TGE inh; H = MCL1-BIM inh; I = VLA-4 inh
> CN1C(=O)c2ccccc2N(C)C1c1ccccc1Cl (stereo not given)
  A: 1	B: -3.2	C: 5	D: 0	E: 1	F: -0.1	G: 6	H: -3	I: 0

> Cc1ccc(S(=O)(=O)Nc2ccccc2N2CCOCC2)cc1
  A: 0	B: 0.1	C: 4	D: 1	E: 9	F: -0.1	G: 5	H: 3	I: 14

> COC(=O)c1ccc(Sc2nnnn2-c2ccccc2)c([N+](=O)[O-])c1
  A: -2	B: -0.1	C: 1	D: 1	E: -4	F: 0.0	G: -1	H: -2	I: -3

> O=C(OC1CCOC1=O)c1ccc(-c2nc3ccccc3s2)s1 (stereo not given)
  A: -2	B: -3.0	C: 3	D: 0	E: -10	F: -0.1	G: 2	H: -14	I: -49

> CC(C)(C)C(=O)NC1CCN(CC(=O)Nc2ccc3c(c2)OCO3)CC1
  A: 3	B: 1.8	C: 2	D: 0	E: 2	F: 0.2	G: 0	H: 7	I: 1

> COCCNC(=O)CCc1nnc(C2(c3ccc(Cl)cc3)CCC2)o1
  A: -1	B: -0.5	C: 4	D: 2	E: -4	F: 0.0	G: 0	H: 4	I: 1

> O=C(N1CCOCC1)N1CCN(S(=O)(=O)c2ccc(Cl)cc2)C1
  A: 6	B: -1.4	C: 5	D: 1	E: -7	F: -0.5	G: -8	H: 8	I: -2

> CCCCc1c(O)nc2n(c1=O)CCS2
  A: -1	B: -1.0	C: 6	D: 0	E: -11	F: -0.1	G: -2	H: 4	I: -2

> CCOC(=O)C1CCCN(c2c(NCCN(C)Cc3ccccc3)c(=O)c2=O)C1 (stereo not given)
  A: 0	B: 1.6	C: 6	D: 0	E: 0	F: 0.0	G: 8	H: 7	I: 27

> O=C1OC(=O)c2c(Br)c(Br)c(Br)c(Br)c21
  A: nt	B: nt	C: 4	D: 0	E: -4	F: 0.3	G: 3	H: 5	I: 4

> c1csc(-c2nc3ccccc3s2)c1
  A: -4	B: -0.5	C: 2	D: 0	E: -3	F: 0.0	G: 7	H: 8	I: 11

> COCCCNC(=O)c1cc2c(=O)n3cccc(C)c3nc2n(C(C)C)c1=N
  A: -1	B: 0.0	C: 7	D: 0	E: -2	F: 0.0	G: 0	H: 7	I: 0

> CCOC(=O)c1cc(-c2csc(COc3ccc(Cl)cc3)n2)on1
  A: 1	B: 2.3	C: 4	D: 0	E: -2	F: -0.1	G: -3	H: -4	I: 4

> CCCCCn1c(=O)c2ccccc2n2c(=S)[nH]nc12
  A: 2	B: -0.5	C: -33	D: 0	E: -2	F: 0.1	G: -7	H: -19	I: 7

> O=C(CN1CCCC1)Nc1ccc(F)c(Cl)c1
  A: 1	B: 0.6	C: 0	D: 0	E: -4	F: 0.0	G: 3	H: 2	I: 23

> Cc1cccc2cc(CN(CC3CCCO3)C(=O)c3ccncc3)c(=O)[nH]c12 (stereo not given)
  A: 2	B: 0.0	C: 4	D: 0	E: -3	F: 0.0	G: 1	H: -3	I: 16

> COc1cc2c(c(O)c1OC)C(=O)C(OC)CCC2 (stereo not given)
  A: 1	B: 1.1	C: 1	D: 1	E: 1	F: -0.1	G: 1	H: -4	I: 13

> O=C(NC1CCCCCC1)C(=S)N1CCCC1
  A: 0	B: 0.1	C: 5	D: 2	E: 0	F: 0.0	G: -1	H: 0	I: 6

> Cc1c(C(=O)NCC2CCCO2)sc2nc(-c3ccccc3)cn12 (stereo not given)
  A: 3	B: 1.7	C: 0	D: 3	E: -1	F: -0.2	G: 0	H: -7	I: -4

> O=C(NC1CCS(=O)(=O)C1)c1sc2ccccc2c1Cl (stereo not given)
  A: -2	B: 0.6	C: 6	D: 1	E: 2	F: 0.0	G: 2	H: 4	I: 6

> COc1ccc(N2CCN(C(=O)CCN3C(=O)c4ccccc4S3(=O)=O)CC2)cc1
  A: -3	B: 0.7	C: 7	D: 7	E: 3	F: -0.1	G: -2	H: 5	I: -199

> COc1ccc(C(CC(=O)N2CCN(C)CC2)NC(=O)C(F)(F)F)cc1 (stereo not given)
  A: 2	B: -1.0	C: -1	D: 0	E: 0	F: -0.1	G: -1	H: 0	I: 23

> CN(CC(=O)Nc1ccccc1Cl)CC(=O)c1c(N)n(Cc2ccccc2)c(=O)n(C)c1=O
  A: nt	B: nt	C: 1	D: 3	E: 7	F: -0.1	G: -2	H: -4	I: 6

> CN(C)C(=S)NC(=O)c1cccc(Cl)c1
  A: -3	B: -3.5	C: -3	D: 0	E: 0	F: 1.3	G: -4	H: -2	I: 35

> COc1cc2oc3cc(C)oc(=O)c3c2cc1OC
  A: 11	B: 0.9	C: 1	D: 1	E: -3	F: -0.4	G: 5	H: -6	I: 3

> O=c1c(/C=N/N2CCOCC2)c(C(F)(F)F)[nH]n1-c1ccccc1
  A: 2	B: -1.4	C: 5	D: 0	E: 0	F: 0.0	G: 3	H: 2	I: 6
